Screening results: PubChem, several laboratories
STK33 kinase inh: inhibitors of purified STK33 kinase, primary screen, biochemical, ADP-Glo luminescence, homogeneous, cell-free | inhibition, % at 10 µM | Serine/threonine-protein kinase 33 (Homo sapiens), Q9BYT3 | MBP phosphorylation | 320,000 tested, 0.073% active;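 active = inhibition at or above 25%, using the most active replicate where run in duplicate; inactive = inhibition below 25%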
Target sequence (Q9BYT3 whole entry, looked up): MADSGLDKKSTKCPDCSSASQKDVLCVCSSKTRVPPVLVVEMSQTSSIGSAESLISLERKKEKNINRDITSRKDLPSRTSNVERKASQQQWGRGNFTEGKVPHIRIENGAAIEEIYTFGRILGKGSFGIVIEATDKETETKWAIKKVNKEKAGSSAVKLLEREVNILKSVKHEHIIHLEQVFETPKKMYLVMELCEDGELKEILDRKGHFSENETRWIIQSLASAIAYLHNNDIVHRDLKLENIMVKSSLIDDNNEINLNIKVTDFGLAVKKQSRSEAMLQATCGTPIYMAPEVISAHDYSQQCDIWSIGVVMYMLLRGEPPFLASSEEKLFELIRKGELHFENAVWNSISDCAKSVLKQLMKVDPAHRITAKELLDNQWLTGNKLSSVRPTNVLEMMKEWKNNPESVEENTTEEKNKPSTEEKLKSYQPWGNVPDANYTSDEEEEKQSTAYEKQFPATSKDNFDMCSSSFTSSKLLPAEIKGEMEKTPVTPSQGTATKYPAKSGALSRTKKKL
KCNQ2 inh: KCNQ2 potassium channel inhibitors, primary screen, cell-based, CHO-K1, FluxOR thallium flux, B-score (AID 2156); Potassium voltage-gated channel subfamily KQT member 2 (Rattus norvegicus), O88943; 20 min; hits give low values; B-score at 10 µM; 310,000 tested, 1.1% active;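 active = fluorescence ratio B-score at most minus 3 library SDs, with starting brightness B-score within 2 library SDs, cut at about -5.5 in these data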
OX1R FRET antag: antagonists of human orexin 1 receptor (OX1R); 330,000 tested, 1.8% active; Orexin/Hypocretin receptor type 1 (Homo sapiens), O43613; inhibition, % at 6.6 µM; OX1R-expressing cells, FRET antagonist read-out; in the data active = inhibition mostly above about 38%, no sharp cut-off; inactive = mostly below about 40%;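 also: 0% = agonist challenge alone and 100% = reference antagonist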
Target sequence (O43613 whole entry, looked up): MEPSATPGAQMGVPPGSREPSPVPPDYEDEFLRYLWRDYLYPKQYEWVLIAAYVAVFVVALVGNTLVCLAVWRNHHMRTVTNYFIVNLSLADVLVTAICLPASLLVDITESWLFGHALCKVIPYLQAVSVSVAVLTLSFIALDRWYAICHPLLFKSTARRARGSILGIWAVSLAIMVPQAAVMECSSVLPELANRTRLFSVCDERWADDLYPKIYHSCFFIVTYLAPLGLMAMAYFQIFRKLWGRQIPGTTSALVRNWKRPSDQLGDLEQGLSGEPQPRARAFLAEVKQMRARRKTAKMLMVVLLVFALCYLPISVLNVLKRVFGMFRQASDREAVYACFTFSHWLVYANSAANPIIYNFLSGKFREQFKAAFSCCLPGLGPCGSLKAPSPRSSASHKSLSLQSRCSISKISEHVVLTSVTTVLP
An asterisk follows results filed as active; i = inactive; . = not tested or not shown. No enrichment for hits; any-hit rate near 2.7%.

Molecule	STK33 kinase inh	KCNQ2 inh	OX1R FRET antag
O=C(Cc1ccccc1)N/N=C/c1cccnc1	-1.3	i	-1
O=C(NNC(=S)NC(=O)c1ccco1)c1ccc(NC(=O)c2ccccc2)cc1	1.0	i	34
CC1(OC(=O)CCc2ccccc2)C(=O)C=C2C=C(c3ccc(C#N)cc3)N(CCc3ccccn3)C=C2C1=O (stereo not given)	-0.2	i	35
CCOc1ccc(OCCNCc2ccc(OC(C)C(=O)N(C)C)c(OCC)c2)cc1 (stereo not given)	-1.8	i	-2
C=CCn1c(=NC(=O)C2CCCCC2)sc2cc(NC(C)=O)ccc21	.	i	5
CC(C)CCNC(=O)C1(c2cccs2)CCOCC1	1.3	i	5
N#CCSc1nnc(-c2ccc(F)cc2)n1N	0.5	i	-11
N=c1ccn(Cc2ccc(Cl)c(Cl)c2)cc1	1.9	i	16
CCNC(=O)N1C(=O)C2(OCCO2)c2cc(Br)ccc21	-1.8	i	7
O=C(CSc1nnc(-c2ccccc2F)n1C1CC1)Nc1cccnc1Cl	-0.5	i	13
CCCC1=Nc2cc(C(=O)NCCCN3CCOCC3)ccc2Sc2ccccc21	0.3	i	7
CCOC(=O)CNC(=O)C12CC3CC(C1)CC(c1ccc(C)cc1)(C3)C2	-0.3	i	30
Cc1ccc(S(=O)(=O)NNC(=O)CCCCC(=O)NNS(=O)(=O)c2ccc(C)cc2)cc1	-0.6	i	21
COc1ccc(C(=O)N/C(=C\c2cn(S(=O)(=O)N(C)C)c3ccccc23)C(=O)NCCN2CCOCC2)cc1OC	-0.4	i	-2
O=C(CNC(=O)c1ccc2c(c1)OCO2)N/N=C/c1cccc([N+](=O)[O-])c1	-1.0	i	32

An excerpt from above in order of molecular weight, smallest number first.
Molecule	STK33 kinase inh	KCNQ2 inh	OX1R FRET antag
CC(C)CCNC(=O)C1(c2cccs2)CCOCC1	1.3	i	5
O=C(CSc1nnc(-c2ccccc2F)n1C1CC1)Nc1cccnc1Cl	-0.5	i	13
CCCC1=Nc2cc(C(=O)NCCCN3CCOCC3)ccc2Sc2ccccc21	0.3	i	7
CCOc1ccc(OCCNCc2ccc(OC(C)C(=O)N(C)C)c(OCC)c2)cc1 (stereo not given)	-1.8	i	-2

Next section.
Molecule	STK33 kinase inh	KCNQ2 inh	OX1R FRET antag
COc1ccccc1NC(=O)CN1CCC(n2nnc3cc(F)ccc32)CC1	0.3	i	22
Cc1cccc(N2CCN(C(=S)c3ccc(-c4ccccc4[N+](=O)[O-])o3)CC2)c1	0.1	i	23
O=C(O)c1ccc(COCC(F)(F)C(F)F)o1	-0.4	i	7
CCS(=O)(=O)N1Cc2ccccc2CC1C(=O)N(C)CC(=O)Nc1ccc(OC)cc1 (stereo not given)	-0.5	.	1
CC(C)Cn1c(N)c(-c2nc(C(C)C)c(C(=O)c3ccccc3F)s2)c(=O)n(C)c1=O	0.5	i	19
S=c1[nH]cc(-c2ccccc2)n1-c1ccccc1	-0.6	i	12
C1CCC(CNc2c3c(nc4nnnn24)CCCC3)CC1	-1.4	i	36
Cc1ccc(S(=O)(=O)N2CC(=O)NC(=O)C2)cc1	4.3	i	14
CN(Cc1ccccc1)C(=O)COC(=O)c1ccc(Cl)c(N)c1	-1.2	i	12
CCCCN(C(=O)c1ccc([N+](=O)[O-])s1)c1c(N)n(CCCC)c(=O)[nH]c1=O	0.2	i	63*
COC(=O)C1CCN(C(=O)c2ccc(SC)cc2OC)CC1	-0.5	i	9
Cc1cccc(Oc2nc3ccccn3c(=O)c2/C=C(\C#N)C(=O)NC2CCS(=O)(=O)C2)c1 (stereo not given)	0.6	i	65
COc1ccc(C(=O)NN)cc1	-0.5	i	3
O=C(COCC(=O)N1CCOCC1)N1CCOCC1	0.2	i	6
COc1cc(/C=C2/C(=O)CNC2=O)ccc1O	2.7	i	13

(list continues)
Molecule	STK33 kinase inh	KCNQ2 inh	OX1R FRET antag
CCCCOc1ccc(Cc2c(Cl)nc(SC)nc2N2CCOCC2)cc1	-0.8	i	14
O=C1C2CCCN2C(=O)N1CCCN1CCN(c2cccc(Cl)c2)CC1 (stereo not given)	0.5	i	14
COc1ccccc1CCC(=O)OC(C)C(=O)Nc1c(C)n(C)n(-c2ccccc2)c1=O (stereo not given)	-2.6	i	12
Cc1csc(SCC(=O)NC2CCC(C)CC2)n1 (stereo not given)	5.5	i	17
Cc1c(Cl)cccc1NC(=O)C1CCCN(S(C)(=O)=O)C1 (stereo not given)	-1.5	i	.
COc1ccc(Cc2n[nH]c(=S)n(N)c2=O)cc1	-0.3	i	13
CCn1c(=O)cc(N2CCN(C(=O)c3ccco3)CC2)[nH]c1=O	-3.8	i	5
CC(C)C(=O)C1=Cc2cc([N+](=O)[O-])ccc2OC1N1CCOCC1 (stereo not given)	8.0	i	.
Cc1cc(Nc2ccccc2)nn1C(=O)c1ccccc1	-0.3	i	22
Cc1onc(-c2ccccc2)c1C(=O)N/N=C/c1ccco1	-2.3	i	13
Cc1ccc(NC2SC(=O)N(CC(=O)O)C2=O)cc1 (stereo not given)	-0.9	i	17
CCOCC(=O)Nc1nc2ccc(OC)cc2s1	3.0	i	15
O=C(NCCN1CCCC1)c1ccc(Cn2c(=S)[nH]c3cc4c(cc3c2=O)OCO4)cc1	-0.7	i	8
O=C(Nc1ccncc1)c1cc(S(=O)(=O)N2CCCC2)ccc1Cl	0.3	.	3
O=C(COc1ccc(-n2cnnn2)cc1)Nc1cccc(Cl)c1Cl	-1.3	i	6

Later entries
Molecule	STK33 kinase inh	KCNQ2 inh	OX1R FRET antag
CCc1ccc(OCC(=O)N2CC(C(=O)OC)Oc3ccccc32)cc1 (stereo not given)	-0.8	i	9
O=C(NCCN1CCN(c2ccccc2)CC1)c1cccc(Br)c1	.	i	15
COc1ccc(-c2cc(-c3ccccc3)nc(=O)[nH]2)cc1	-1.0	i	18
CCN(C(=O)COC(=O)/C=C/c1ccc(O)c(OC)c1)C1CCS(=O)(=O)C1 (stereo not given)	0.1	i	7
CCN(CCCNC(=O)CCn1c(=O)[nH]c2ccccc2c1=O)c1cccc(C)c1	-0.9	i	16
CC1CCN(C(=O)c2[nH]cnc2C(=O)Nc2nccs2)CC1	-1.6	.	-2
CC(C)(C)c1ccc(OCC(=O)NNC(=O)c2cccnc2)cc1	-2.0	i	5
COc1ccc(NS(=O)(=O)c2ccc(SC)cc2)cc1	-0.2	i	7
CC(C)C(C)NC(=O)COC(=O)/C=C/c1ccc(S(=O)(=O)N2CCc3ccccc32)cc1 (stereo not given)	-2.0	i	15
CNC(=O)C1(CC(C)C)C=CCN1C(C)=O (stereo not given)	-1.9	i	13
CCCN(C(=O)C1=COCCO1)c1c(N)n(Cc2ccccc2)c(=O)[nH]c1=O	-0.5	i	13
O=C(N/N=C/c1cccnc1)c1cccc(S(=O)(=O)Nc2cccc(Cl)c2)c1	0.5	i	9
O=C(NCC(=O)N(c1ccccc1)C(C(=O)NC1CCCCC1)c1ccncc1)c1ccco1 (stereo not given)	-0.4	i	7
CCOC(=O)[C@H]1[C@H]2COc3ccc(Br)cc3[C@@H]2N2C(=O)c3ccc(C)cc3NC(=O)[C@@]12C	-2.4	.	7
CNC[C@@H]1Oc2ccc(NS(=O)(=O)c3ccc(Cl)cc3)cc2C(=O)N([C@H](C)CO)C[C@@H]1C	-0.6	.	-2

(cont.)
Molecule	STK33 kinase inh	KCNQ2 inh	OX1R FRET antag
COC(=O)c1ccc2c(c1)SC1=C(CCCC1=O)N2	-0.5	i	44
O=C(COC(=O)CCc1ccccc1)Nc1cc([N+](=O)[O-])ccc1F	0.8	i	14
O=C(O)c1cc(C(=O)C2CCCCC2)c[nH]1	-0.8	i	7
COc1ccc(C(=O)n2nc(C)cc2C)cc1Br	-0.7	i	10
COc1cc(C2N(C)C(=O)c3ccccc3N2C)ccc1O (stereo not given)	-0.1	i	8
CCCCN(C)C(=O)c1cc2cc3ccc(OC)cc3nc2o1	6.4	i	5
O=C(Nc1nccs1)c1ccc2ccccc2n1	0.0	i	71*
O=C(CN1C(=O)S/C(=C/C=C/c2ccccc2)C1=O)Nc1ccc(C(=O)O)cc1	-0.9	i	10
CC1Oc2ccccc2N(CC(=O)N2CCc3ccccc32)C1=O (stereo not given)	0.0	i	2
O=C(COC(=O)CCC(=O)c1cccs1)Nc1ccc(F)c(F)c1F	1.2	.	5
O=C(CN1CCOCC1)Nc1c(-c2ccccc2)c2cc(Br)ccc2[nH]c1=O	1.3	i	10
COc1ccccc1NC(=O)CSc1nc2[nH]ncc2c(=O)[nH]1	0.1	i	8
CCSC1=N/C(=C\c2ccc(C)s2)C(=O)S1	-0.1	i	14
N=c1n(CCN2CCCCC2)c2ccccc2n1CC(O)c1ccco1 (stereo not given)	0.3	i	15
N#CCC(=O)Nc1ccc(C(=O)OCC(=O)Nc2cccc(C(F)(F)F)c2)cc1	-0.6	i	12

More compounds.
Molecule	STK33 kinase inh	KCNQ2 inh	OX1R FRET antag
O=C(Nc1ccccc1Cc1ccccc1)c1ccncc1	-1.5	i	21
CC1Cc2ccccc2N1C(=O)CSc1nnc(C2CC2)n1C (stereo not given)	3.4	i	22
Cc1ccc(S(=O)(=O)N2CCN(c3ccc([N+](=O)[O-])c(Sc4nncn4C)c3)CC2)cc1	0.5	i	11
COc1ccc(OC)c(S(=O)(=O)NC(C)(C)C)c1	-1.3	i	9
Cn1cnnc1SCc1ccc(C(=O)n2ncc(C#N)c2N)cc1	-0.1	i	4
O=C(c1ccc(N2CCCC2=O)cc1)N1CCN(c2ccccc2Cl)CC1	-0.5	.	7
CC1CCC(NC(=O)C2CCN(S(=O)(=O)c3ccc4nc5c(c(C(=O)O)c4c3)CC(C)CC5)CC2)CC1 (stereo not given)	-2.1	i	2
CCn1ncc(C2C(C(=O)Nc3ccc(C)cn3)=C(C)NC3=C2C(=O)CCC3)c1C (stereo not given)	-0.1	i	15
Cc1ccc(S(=O)(=O)N(CCC#N)CCN2CCCC2)cc1	0.9	i	10
O=S1(=O)CC(O)C(NCc2cccnc2)C1 (stereo not given)	-2.4	i	10
C=CCN1C(=O)c2ccc(C(=O)NCC(=O)Nc3c(C)cc(C)cc3C)cc2C1=O	-0.7	.	6
COCCCNC(=O)c1c[nH]c2ccc(S(=O)(=O)N3CCC4(CC3)OCCO4)cc2c1=O	.	i	12
CSc1ncnc2c1ccn2CC(=O)Nc1ccc(C)c(C)c1	-0.2	.	2
O=C(NCC1CCCCC1)C1CCN(C(=O)NC2CCCCC2)CC1	-1.2	i	-1
Cc1ccccc1NC(=O)c1nn(C)c2c1CS(=O)(=O)c1ccccc1-2	-0.2	i	11

(next part)
Molecule	STK33 kinase inh	KCNQ2 inh	OX1R FRET antag
O=c1oc2ccccc2c(NC(c2ccccc2)c2ccccc2)c1[N+](=O)[O-]	0.0	i	27
CC(C)(C)[C@H]1C=C(C(N)=O)O[C@@H](OCc2ccc(CO)cc2)C1	-1.8	i	16
Cc1cc2cc(CNC(=O)CCC(=O)O)ccc2[nH]1	-1.3	i	22
CCOc1ccccc1/C=N/NC(=O)CNC(=O)COc1ccccc1	0.1	i	24
CSC[C@H](NC(=O)COc1cc2c(c3oc(=O)c(C)c(C)c13)CCC(C)(C)O2)C(=O)O	-0.9	i	-10
CCOC(=O)/C(=C/c1ccc(Cl)cc1)NC(=O)c1ccco1	0.7	i	13
Cc1ccc(/C=C/C(=O)NC(=S)N2CCN(C)CC2)cc1	2.5	i	21
CN(C)CC(=O)Nc1cc(C(F)(F)F)ccc1Cl	-0.1	i	16
O=C(CCn1c(=S)[nH]c2ccccc2c1=O)Nc1cccc(Cl)c1	-1.5	i	14
Cc1ccc(CNC(=O)c2nn(C)c3c2CS(=O)(=O)c2ccccc2-3)cc1	-0.2	i	38
COc1ccc(O)c(C(=O)CC(=O)c2ccccc2)c1	-0.9	i	23
COc1ccc(C2=NOC3(CC(=O)N(c4ccc(F)cc4)C3=O)C2)cc1 (stereo not given)	0.8	i	6
CCOc1ccccc1C(=O)N[C@H](C(=O)OCc1cc(=O)oc2cc(C)ccc12)C(C)C	-0.8	i	14
CC(=O)N1CCc2cc(S(=O)(=O)N3CC(C)CC(C)C3)ccc21 (stereo not given)	-0.3	i	3
CCN1CCN(C(=O)C2CCC(CNS(=O)(=O)c3ccc(NC(C)=O)cc3)CC2)CC1 (stereo not given)	-0.4	i	0

Remaining list, next part
Molecule	STK33 kinase inh	KCNQ2 inh	OX1R FRET antag
N#Cc1nc(Cc2cccc3ccccc23)oc1NCc1ccco1	-0.2	i	21
COCC1CCN(C(=O)c2cc(COc3ccc(OC)c4ccccc34)on2)C1 (stereo not given)	1.5	i	27
Cc1ccc(/C=N/NC(=O)CCCOc2ccc(Cl)cc2Cl)cc1	-0.4	i	9
Cc1cc(C)n(-c2ccc(C(=O)OCC(=O)c3ccc(Br)s3)cc2)n1	0.0	i	23
COc1ccc(C)cc1N/C(N)=N/c1nc(C)cc(C)n1	-0.9	i	8
CN(C)c1ccc(-c2nc3ccccc3c(=O)[nH]2)cc1	5.7	i	57*

One compound at a time, from the list above:
CCN1CCN(C(=O)C2CCC(CNS(=O)(=O)c3ccc(NC(C)=O)cc3)CC2)CC1 (stereo not given) as listed: STK33 kinase inh = -0.4; KCNQ2 inh = i; OX1R FRET antag = 0
CCc1ccc(OCC(=O)N2CC(C(=O)OC)Oc3ccccc32)cc1 (stereo not given) as listed: STK33 kinase inh = -0.8; KCNQ2 inh = i; OX1R FRET antag = 9
